PLK1 PBD inh: PLK1 (human) polo-box domain binding inhibition | AID 720504 | P53350 | Plk1 PBD binding of FITC phosphopeptide, fluorescence polarization | 360,000 tested, 2.8% active | Potency, µM, for the others: max response, negative = inhibition, most hits filed as inhibitors; note: potency is the fitted concentration of half-maximal effect; series mostly up to about 57 µM; % is set by controls: 0 for no effect and ±100 for the full control effect; nearly all actives have a fitted effect of over 65% in size
EPAC1 antagonist: blocks human EPAC1 exchange factor | EPAC1 GEF assay, Rap1b-BODIPY-GDP exchange fluorescence | Potency, µM (top dose mostly 115 µM), for inactives: at the top dose activity change, negative = inhibition, actives largely listed as inhibitors | 360,000 tested, 0.14% active;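 note: potency is the fitted concentration of half-maximal effect; plate controls were vehicle for no effect and positive control for full effect; nearly all actives have a fitted effect of over 50% in size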
aSyn rescue: inhibitors of alpha-synuclein toxicity in yeast | Yeast expressing alpha-synuclein, growth rescue, BacTiter-Glo, 24 h | Potency, µM (top dose mostly 46.1 µM), for the others: at the top dose growth rescue (activation), hits mostly activators | 370,000 tested, 0.14% active | AID 652106; note: potency is the fitted concentration of half-maximal effect; % of control where 0% means no effect; nearly all actives have a fitted effect of over 65% in size
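Readout is rescue of growth in alpha-synuclein-expressing yeast, so inhibitors of toxicity appear as activators. Growth after 24 hr at 30 deg C in galactose medium is quantified by luminescence.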
Abeta yeast res: A-beta toxicity reversal in yeast | Potency, µM (doses to about 46.1 µM), without a hit: at the highest dose growth rescue, actives largely listed as activators | yeast expressing A-beta42, growth rescue, OD600, 48 h; response scale: 0% DMSO, 100% iron-clioquinol control | 410,000 tested, 0.063% active; note: potency is the fitted concentration of half-maximal effect; nearly all actives have a fitted effect of over 55% in size
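Growth rescue measured by 600 nm absorbance after 48 h yeast culture at 30 C with compound. Values normalized between DMSO and an equimolar ferric chloride plus clioquinol control.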
EPAC1 agonist: EPAC1 (human) agonism; Potency, µM (top dose mostly 154 µM), without a hit: top-dose activation, hits mostly activators; EPAC1 agonist qHTS, biochemical assay; response scale: 100% = response to 6.5 mM cAMP; O95398; 360,000 tested, 0.073% active; note: potency is the fitted concentration of half-maximal effect; nearly all actives have a fitted effect of over 60% in size
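Compounds were pinned as a concentration titration into mixtures of EPAC1 (100 nM), BODIPY-GDP-loaded Rap1B (250 nM) and GDP (50 uM). After 5 min at room temperature, fluorescence was followed for 30 min; activity was scaled to 6.5 mM cAMP.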
FUS suppressor: FUS proteinopathy suppression in yeast; S. cerevisiae FUS-expressing, growth rescue, OD600, 24 h; Potency, µM (top dose mostly 76.6 µM), inactives show at the top dose growth rescue (activation), most hits filed as activators; 390,000 tested, 0.24% active;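 note: potency is the fitted concentration of half-maximal effect; plate controls were DMSO vehicle for no effect and reference control for full effect; nearly all actives have a fitted effect of over 55% in size; some results filed as inactive show a strong effect at the top dose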
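Cultures pregrown in 2.5% raffinose medium are shifted to minimal medium containing 2% galactose to express toxic FUS. Compounds are tested at several concentrations. After 24hr at 30C, growth is quantified at 600 nm absorbance.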
IL2 activator: IL-2 activation | 360,000 tested, 0.065% active | activation, % (series mostly up to about 46 µM) | IL-2 activation reporter assay, cell-based qHTS; stimulated with anti-CD3/CD4/CD28 beads; in transgenic mouse T cells; in the data active = activation above about 50%; inconclusive = mostly about 30% to 49%; note: 0% is about no effect
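Quantitative HTS in unstimulated transgenic mouse T cells, with memory T cells as non-tolerant control and PMA/ionomycin as tolerance-bypass control. Compound pretreatment lasted 60 minutes before 18 h bead stimulation; EGFP/DsRed fluorescence read.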
WRN helicase inh: WRN helicase (human) inhibition; Q14191; WRN helicase unwinding, fluorescent forked duplex, kinetic; Potency, µM (highest dose often 114 µM), for inactives: top-dose activity change, negative = inhibition, usual class: inhibitors; 360,000 tested, 0.46% active; AID 651768; note: potency is the fitted concentration of half-maximal effect; % is set by controls: 0 for no effect and ±100 for the full control effect; nearly all actives have a fitted effect of over 55% in size
Target sequence (Q14191 whole entry, looked up): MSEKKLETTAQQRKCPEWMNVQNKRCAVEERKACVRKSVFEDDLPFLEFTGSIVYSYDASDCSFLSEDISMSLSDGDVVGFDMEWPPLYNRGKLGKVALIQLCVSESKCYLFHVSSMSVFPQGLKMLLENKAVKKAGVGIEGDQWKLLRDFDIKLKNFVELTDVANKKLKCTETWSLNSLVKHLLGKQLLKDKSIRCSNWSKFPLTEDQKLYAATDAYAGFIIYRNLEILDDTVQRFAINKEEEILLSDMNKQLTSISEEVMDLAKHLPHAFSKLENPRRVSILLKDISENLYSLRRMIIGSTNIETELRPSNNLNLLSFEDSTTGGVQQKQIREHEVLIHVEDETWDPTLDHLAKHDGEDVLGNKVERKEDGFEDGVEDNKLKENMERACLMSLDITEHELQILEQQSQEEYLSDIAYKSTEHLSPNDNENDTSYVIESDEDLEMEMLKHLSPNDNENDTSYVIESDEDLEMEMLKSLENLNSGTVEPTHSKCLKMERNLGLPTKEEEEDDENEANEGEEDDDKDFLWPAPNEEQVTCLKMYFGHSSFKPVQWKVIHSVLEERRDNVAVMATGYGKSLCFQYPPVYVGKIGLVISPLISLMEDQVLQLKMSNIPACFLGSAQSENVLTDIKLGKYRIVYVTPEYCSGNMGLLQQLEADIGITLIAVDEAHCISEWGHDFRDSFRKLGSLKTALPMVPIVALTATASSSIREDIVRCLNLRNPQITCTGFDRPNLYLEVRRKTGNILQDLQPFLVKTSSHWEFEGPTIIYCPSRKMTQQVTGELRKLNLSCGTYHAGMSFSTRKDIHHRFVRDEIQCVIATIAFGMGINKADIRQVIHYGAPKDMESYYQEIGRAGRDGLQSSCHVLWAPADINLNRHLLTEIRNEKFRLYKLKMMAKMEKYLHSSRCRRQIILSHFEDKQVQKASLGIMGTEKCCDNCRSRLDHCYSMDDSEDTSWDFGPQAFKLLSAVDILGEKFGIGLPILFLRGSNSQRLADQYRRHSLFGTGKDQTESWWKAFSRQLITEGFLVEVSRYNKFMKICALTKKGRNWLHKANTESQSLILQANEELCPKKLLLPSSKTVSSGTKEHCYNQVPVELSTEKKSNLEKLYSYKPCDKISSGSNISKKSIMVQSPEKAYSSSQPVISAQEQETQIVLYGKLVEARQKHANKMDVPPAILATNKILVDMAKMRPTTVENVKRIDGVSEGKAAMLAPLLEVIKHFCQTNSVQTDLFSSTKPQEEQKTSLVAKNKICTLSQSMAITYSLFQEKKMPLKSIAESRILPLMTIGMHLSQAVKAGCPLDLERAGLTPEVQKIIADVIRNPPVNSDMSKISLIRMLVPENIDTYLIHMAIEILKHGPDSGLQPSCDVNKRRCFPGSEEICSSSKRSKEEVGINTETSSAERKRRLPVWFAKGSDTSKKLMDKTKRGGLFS
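Primary qHTS, 1536-well format. 20 nM WRN + compound, 15 min RT; start with 100 nM forked fluorophore/quencher duplex, 2 mM ATP (final); kinetic read ex 525/em 598 nm.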
PI5P4Ka inh: PI5P4K alpha (human) kinase inhibition; P48426; PI5P4Kalpha enzyme, ADP-Glo luminescence, 60 min; active compounds read low; max response, %; 330,000 tested, 1.2% active; active = max response of -50% or lower; inconclusive = between -30% and -50%; inactive = -30% or higher; note: value at the top dose of about 77 µM; % is set by controls: 0 for no effect and ±100 for the full control effect
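Reactions run in 0.038 M HEPES pH 7.4, 0.28 mM EGTA, 0.1% CHAPS and 5% DMSO, with PI5P4Kalpha, substrate, compound and 5 microM ATP final, one hour at room temperature. Readout is ADP-Glo luminescence.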
* hit, by the source's call; u = inconclusive; x = not tested or not shown; & = joins results of further samples; [ ] = dose if it differs, or a comment. Unless noted, calls come from the whole dose curve; as a rule, active = well fitted curve in the direction sought with a large enough effect; inconclusive = small, poorly fitted or top-dose-only effect, or another doubt; inactive = no such curve, though single readings can be large; an effect the other way counts as inactive or inconclusive.

entry	SMILES	PLK1 PBD inh	EPAC1 antagonist	aSyn rescue	Abeta yeast res	EPAC1 agonist	FUS suppressor	IL2 activator	WRN helicase inh	PI5P4Ka inh
1	O=C(CSc1nnc(-c2ccccc2)n1CC1CCCO1)N1CCCC1 (stereo not given)	-4.4%	-12.7%	-6.2%	-4.9%	3.9%	0.5%	6.5	-11.3%	0.1
2	CCN(CCO)c1ncnc2c1sc1nc(C(C)C)c3c(c12)CC(C)(C)OC3	1.8%	-15.5%	u	14.6%	-8.0%	17.9%	0.5	-8.0%	3.6
3	Oc1c(C(c2ccccn2)N2CCOCC2)ccc2cccnc12 (stereo not given)	9.47µM*	-1.0%	u	-86.8%[inhibitor]	-7.2%	16.1%	-3.3	-24.7%	x
4	O=c1oc2cc(O)ccc2cc1-c1nc2c(s1)CCc1ccccc1-2	3.77µM*	24.8%	-4.3%	8.1%	37.5%	u	50.3*	-3.8%	-22.5
5	COc1ccc(/C=C/CN2CCCC(C(=O)c3ccc(OC)c(F)c3)C2)cc1 (stereo not given)	-3.0%	-7.8%	-0.4%	-2.0%	3.0%	22.7%	-0.3	5.8%	3.0
6	Cc1ccc(C2=NN=C(NC(=O)C(F)(F)F)SC2)cc1	-24.0%	-22.6%	-11.5%	-8.0%	3.5%	10.3%	-0.8	-13.4%	-0.6
7	CC(=O)NC(c1ccc(F)c(F)c1)c1nc(-c2cccc(C(F)(F)F)c2)cs1 (stereo not given)	3.7%	-12.0%	u	19.6%	-1.8%	3.2%	0.0	-8.0%	22.6
8	Cn1c(SCC(=O)N2c3ccccc3Sc3ccccc32)nc2ccccc21	-7.8%	-7.0%	2.1%	8.7%	5.8%	x	-2.6	-10.0%	-4.2
9	CC(C)(C)C(=O)NCCN1C(=O)S/C(=C\c2ccc([N+](=O)[O-])cc2)C1=O	u	5.7%	12.8%	-2.0%	-6.2%	u	-0.4	5.8%	-3.7
10	CCN(C(=O)CSc1nnc(-c2ccncc2)n1Cc1ccccc1)C1CCS(=O)(=O)C1 (stereo not given)	-6.0%	-14.3%	7.9%	-8.4%	-1.8%	-1.9%	-0.3	4.8%	0.7
11	COCC(C)n1c(SCC(=O)N2CC(=O)Nc3ccccc32)nc2ccccc2c1=O (stereo not given)	-2.2%	-1.9%	-9.5%	6.7%	-6.4%	2.6%	2.2	3.0%	-8.7
12	CCOc1ccccc1C1CC(=O)Nc2cc3c(cc21)OCO3 (stereo not given)	-2.1%	-0.3%	x	-3.6%	3.7%	11.1%	1.6	2.3%	3.1
13	O=C(Nc1ccc2oc(-c3ccccc3F)nc2c1)c1ccc([N+](=O)[O-])o1	-21.7%	-20.4%	-8.4%	-4.6%	5.1%	-19.6%	-3.2	4.4%	-4.8
14	COc1ccc(-c2nc(CS(=O)(=O)CC(=O)NCCc3cc(OC)ccc3OC)c(C)o2)cc1	0.7%	-6.7%	6.1%	0.6%	11.7%	30.8%	0.6	-9.1%	x
15	Cc1ccc(Oc2ccccc2NC(=O)CN2C(=O)NC3(CCCC3)C2=O)cc1	-15.0%	26.2%	3.9%	0.3%	-2.5%	27.4%	-4.8	4.1%	-0.6

(list continues)
entry	SMILES	PLK1 PBD inh	EPAC1 antagonist	aSyn rescue	Abeta yeast res	EPAC1 agonist	FUS suppressor	IL2 activator	WRN helicase inh	PI5P4Ka inh
16	CN(Cc1ccc(F)cc1)S(=O)(=O)c1nnc(NC(=O)c2ccccc2Br)s1	u	-28.3%	-2.7%	-10.5%&0.6%	-4.5%	-4.0%&5.9%	-0.5	-11.9%	-2.9
17	O=C(Nc1ccccc1F)c1nc[nH]c1C(=O)NCc1ccccc1	4.4%	-15.5%	-10.9%	0.5%	-9.1%	7.8%	-3.4	-3.1%	2.0
18	COc1cccc(NC(=O)C2C3CC4OC(=O)C2C4C3)c1 (stereo not given)	-4.1%	-2.6%	-1.9%	1.4%[9.22 µM]	7.0%	-49.6%	-0.8	-20.9%	-1.8
19	O=C(Nc1ccc(C(=O)N2CCOCC2)cc1)c1cc(-c2cccnc2)nc2ccc(Cl)cc12	0.0%	1.6%	-2.5%	0.4%	0.7%	23.5%	-2.2	-15.8%	0.8
20	CCOC(=O)c1c(NC(=O)CN2C(=O)NC(C)(c3ccc(OC(F)F)cc3)C2=O)sc(C)c1C (stereo not given)	-6.5%	-16.3%	17.0%	-4.0%	3.1%	36.4%	-0.2	-10.6%	3.0
21	C=CCN1C(=O)/C(=C2/Sc3ccc(OC)cc3N2C)SC1=Nc1ccccc1	-0.8%	5.7%	3.8%	1.1%	14.8%	3.8%	3.4	-1.6%	0.7
22	COC(=O)c1cc(C)sc1NC(=O)CCc1ccccc1	-2.6%	-2.3%	2.7%	1.1%	14.7%	10.6%	0.7	-4.8%	10.0
23	c1cncc(COC2CCCN(Cc3nc(-c4cccs4)no3)C2)c1 (stereo not given)	-8.1%	8.3%	-1.4%	3.3%	5.0%	-16.0%	-2.8	5.1%	-0.8
24	COc1cccc(C(Nc2ccccc2)c2ccc3ccc(C)nc3c2O)c1 (stereo not given)	-21.5%	2.2%	17.8µM*	u	-4.1%	25.6%	-0.8	-2.1%	-3.3
25	COc1cc(-c2nc3ccccc3s2)ccc1O	-9.6%	-2.9%	-9.5%	-58.0%[inhibitor]	15.7%	-6.4%	-0.1	-16.8%	x
26	COc1cc(C(=O)Nc2nc3ccc(S(=O)(=O)N4CCOCC4)cc3s2)cc(OC)c1OC	-13.8%	10.9%	1.4%	3.9%	16.0%	u	-1.4	50.1µM*	x
27	COc1ccc(-c2nc(C#N)c(NCCCn3ccnc3)o2)cc1OC	-6.2%	5.6%	4.2%	11.1%	6.0%	13.1%	1.1	-7.4%	x
28	O=C(CCSCc1cccc(Cl)c1)NC1CCCC1	1.6%	-9.1%	8.0%	12.0%	-0.3%	-10.3%	-3.1	0.6%	1.6
29	COc1ccc(/C=C/C(=O)c2ccncc2)c2ccccc12	5.5%	29.7%	6.9%	-10.3%	u	21.8%	-0.3	u	13.4
30	COc1ccc(NC(=O)COC(=O)c2ncc(Cl)c(Cl)c2Cl)c(OC)c1	-2.2%	-0.2%	0.4%	9.5%	-6.1%	x	2.6	-2.1%	2.5

(more compounds)
entry	SMILES	PLK1 PBD inh	EPAC1 antagonist	aSyn rescue	Abeta yeast res	EPAC1 agonist	FUS suppressor	IL2 activator	WRN helicase inh	PI5P4Ka inh
31	CCN(CC)c1ccc(/C=N/N2CCN(Cc3ccccc3Cl)CC2)c(O)c1	-3.4%	-6.0%	9.6%	12.3%	0.9%	-5.4%	-3.2	8.3%	-1.8
32	CC(=O)c1c(C)[nH]c(C(=O)OCc2nc3ccsc3c(=O)[nH]2)c1C	-0.9%	14.6%	-2.3%	3.9%	-0.7%	-7.3%	-3.5	-7.6%	-1.7
33	COc1cc2c(cc1NC(=O)c1cccc(F)c1)CCCC2	-12.2%	-20.8%	-10.6%	-7.1%	12.8%	x	-0.2	-5.6%	-0.5
34	CC1CCCC(C)N1CCCNC(=O)c1ccc2nc(N3CCCCC3)sc2c1 (stereo not given)	-6.1%	1.1%	-1.5%	-6.9%	8.1%	-8.8%	-3.4	-0.8%	-0.7
35	CC(C)c1ccc(N2C(=O)CC(Sc3ncn[nH]3)C2=O)cc1 (stereo not given)	26.7µM*	1.2%	14.1%	-12.1%	-9.1%	34.6%	-2.6	5.7%[57.1 µM]	-24.5
36	COC(=O)c1c(-c2cccc3ccccc23)csc1NC(=O)Cc1ccc(OC)c(OC)c1	-12.1%	-7.3%	0.2%	-12.2%[9.22 µM]	10.2%	u	-3.8	-35.9%	-0.4
37	CCCCC(=O)N(C)c1c(CC)nc2c(OCc3ccc(C#N)cc3)cccn12	-9.3%	1.3%	-8.7%	-1.4%	1.4%	0.8%	-0.3	2.0%[57.1 µM]	1.8
38	CC1=C(C(=O)N2CCOCC2)CC(CC(=O)NCCCN(C)C)C(=O)N1CCC1=CCCCC1 (stereo not given)	-5.0%	11.4%	-2.8%	-8.4%	5.8%	-28.1%	-1.7	-0.5%	-7.5
39	CCN(CCCNC(=O)C1CCN(S(=O)(=O)c2c(C)[nH]c(=O)[nH]c2=O)CC1)c1cccc(C)c1	-3.1%	6.5%	1.4%	4.9%	-3.8%	1.9%	0.6	0.0%[57.1 µM]	-6.9
40	O=C(NC(=S)NCCc1ccccc1)c1ccccc1	-8.7%	-10.0%	-11.4%	-17.4%	25.4%	16.7%	-2.3	-13.0%	x
41	COC(=O)c1ccc(NC(=O)c2c(Br)cnn2C)cc1	23.8µM*	20.7%	0.4%	20.2%	-7.8%	37.2%	-1.6	8.4%	-25.4
42	Cn1c(CSCc2ccc(F)cc2)nnc1SCC(=O)Nc1nccs1	-8.2%	-4.0%	-2.7%	11.1%	2.1%	26.1%	-3.2	2.2%	x
43	O=C(c1cccc(C(=O)N(c2ccccn2)C2CCCCC2)c1)N(c1ccccn1)C1CCCCC1	-1.3%	16.3%	5.8%	-8.2%	4.2%	30.1%	-1.2	-3.6%	0.3
44	CCC(C)(C)n1nnnc1CN(Cc1cc2cc(OC)c(OC)cc2[nH]c1=O)C1CCCC1	-7.3%	5.1%	6.3%	21.0%	-0.4%	1.1%	-0.3	-2.1%	-0.7

Retrieved one by one from above:
entry	SMILES	PLK1 PBD inh	EPAC1 antagonist	aSyn rescue	Abeta yeast res	EPAC1 agonist	FUS suppressor	IL2 activator	WRN helicase inh	PI5P4Ka inh
41	COC(=O)c1ccc(NC(=O)c2c(Br)cnn2C)cc1	23.8µM*	20.7%	0.4%	20.2%	-7.8%	37.2%	-1.6	8.4%	-25.4
36	COC(=O)c1c(-c2cccc3ccccc23)csc1NC(=O)Cc1ccc(OC)c(OC)c1	-12.1%	-7.3%	0.2%	-12.2%[9.22 µM]	10.2%	u	-3.8	-35.9%	-0.4

Source: PubChem
